M4 antag: human M4 muscarinic receptor antagonists, primary screen, CHO cells, Fluo-8 calcium fluorescence | CHO-hM4 cells, ACh EC80 | AID 624125, 2012 | inhibition, % at 3 µM | actives 0.73% (n = 360,000);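 active = inhibition above its plate's cutoff, the mean inhibition of sample wells plus 3 SD, cut at about 27% in these data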;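 note: 0% = acetylcholine EC80 with DMSO and 100% = DMSO without agonist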
M5 antag: human M5 muscarinic receptor antagonists, primary screen, CHO cells, Fluo-8 calcium fluorescence. CHO-hM5 cells, ACh EC80. inhibition, % at 3 µM. actives 0.59% (n = 360,000). AID 624040, 2012;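 active = inhibition above a per-plate cutoff, the mean of that plate's test compounds plus 3 SD, cut at about 27% in these data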;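 note: 0% = acetylcholine EC80 with DMSO and 100% = DMSO without agonist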
Target sequence (P08912 whole entry, looked up): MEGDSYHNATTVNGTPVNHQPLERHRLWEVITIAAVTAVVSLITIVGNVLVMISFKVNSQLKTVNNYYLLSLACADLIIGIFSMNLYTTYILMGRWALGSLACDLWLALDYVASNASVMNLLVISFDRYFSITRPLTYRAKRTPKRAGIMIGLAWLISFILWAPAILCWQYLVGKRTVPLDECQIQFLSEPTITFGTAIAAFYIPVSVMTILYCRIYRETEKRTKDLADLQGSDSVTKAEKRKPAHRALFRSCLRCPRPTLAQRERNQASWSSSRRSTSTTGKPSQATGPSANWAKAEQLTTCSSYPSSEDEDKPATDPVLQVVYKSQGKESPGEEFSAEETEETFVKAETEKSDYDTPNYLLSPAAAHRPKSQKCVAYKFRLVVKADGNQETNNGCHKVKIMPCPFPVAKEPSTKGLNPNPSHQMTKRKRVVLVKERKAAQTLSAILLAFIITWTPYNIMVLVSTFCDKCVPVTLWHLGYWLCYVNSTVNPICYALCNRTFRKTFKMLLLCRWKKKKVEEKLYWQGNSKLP
CHRM1 antagonist: human M1 muscarinic receptor antagonists, primary screen, CHO-K1 cells, Fluo-8 calcium fluorescence, 1536-well; inhibition, % at 3 µM; actives 1.3% (n = 360,000); CHO-K1 hM1, ACh EC80 antagonist; Muscarinic acetylcholine receptor M1 (Homo sapiens), P11229; AID 588852, 2011;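 active = percent inhibition above its own plate's cutoff, namely the mean of that plate's compound wells plus 3 SD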;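 note: peak over basal fluorescence ratio during 140 s after agonist addition; 0% = ACh EC80 plus DMSO and 100% = DMSO alone without agonist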
CHRM1 agonist: human M1 muscarinic receptor agonists, primary screen, Fluo-8 calcium fluorescence, CHO-K1 cells, HTS; CHO-K1 hM1, agonist mode; 0% DMSO, 100% acetylcholine EC100; activation, % at 3 µM; AID 588814, 2011; actives 0.33% (n = 360,000); Muscarinic acetylcholine receptor M1 (Homo sapiens), P11229;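 active = activation above the run's mean compound activation plus 3 SD, cut at about 16% in these data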;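 note: peak over basal fluorescence ratio within a 140 s kinetic read after compound addition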
CHRM1 PAM: human M1 muscarinic receptor positive allosteric modulators, primary screen, CHO-K1 cells, Fluo-8 calcium fluorescence, 1536-well. Muscarinic acetylcholine receptor M1 (Homo sapiens), P11229. CHO-K1 hM1, ACh EC20; 0% = ACh EC20, 100% = maximal ACh. activation, % at 3 µM. actives 0.088% (n = 360,000). AID 588819, 2011; in the data active = activation above about 19%, passing the limit was not always enough
M5 ag: human M5 muscarinic receptor agonists, primary screen, CHO-K1 cells, Fluo-8 calcium fluorescence; CHO-K1 hM5 cells; 0% DMSO wells, 100% maximal acetylcholine response; actives 0.19% (n = 360,000); Muscarinic acetylcholine receptor M5 (Homo sapiens), P08912; activation, % at 3 µM;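 active = activation above the run's mean over test compounds plus 3 SD, cut at about 23% in these data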;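 note: signal is peak over basal fluorescence ratio across the kinetic read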
M5 PAM: human M5 muscarinic receptor positive allosteric modulators, primary screen, CHO-K1 cells, Fluo-8 calcium fluorescence; activation, % at 3 µM; actives 0.3% (n = 360,000); CHO-K1 hM5, ACh EC20 PAM; 0% = ACh EC20, 100% = ACh EC100;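 active = activation above the run cutoff, the mean activation of all test compounds plus 3 SD, cut at about 18% in these data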
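Assay system: CHO-K1 hM5 cells / Incubation: Fluo-8 loading 80 min at 37 °C plus 30 min room temperature / Technique: Fluo-8 calcium dye fluorescence, kinetic read / Repeats: single replicate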
TAAR1 agonist: human TAAR1 agonists, primary screen, Fluo-8 calcium fluorescence, CHO RD-HGA16 cells; activation, % at 3 µM; actives 0.99% (n = 360,000); Trace amine-associated receptor 1 (Homo sapiens), Q96RJ0; vehicle wells 0%, saturating PEA agonist 100%;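 active = activation above the mean activation of all test compounds in the run plus 3 SD, cut at about 38% in these data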
Target sequence (Q96RJ0 whole entry, looked up): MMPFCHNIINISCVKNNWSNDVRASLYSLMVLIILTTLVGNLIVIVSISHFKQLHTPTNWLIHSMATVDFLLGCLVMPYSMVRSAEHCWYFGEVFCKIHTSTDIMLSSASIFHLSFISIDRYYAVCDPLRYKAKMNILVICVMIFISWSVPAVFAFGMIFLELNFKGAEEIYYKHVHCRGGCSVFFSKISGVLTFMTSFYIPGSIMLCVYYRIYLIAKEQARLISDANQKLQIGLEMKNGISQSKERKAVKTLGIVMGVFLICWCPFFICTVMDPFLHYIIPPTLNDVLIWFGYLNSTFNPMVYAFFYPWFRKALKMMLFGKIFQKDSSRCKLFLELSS
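Repeats: no replicates (n 1) | Material: CHO-derived RD-HGA16 cells with stable Gα16 and human TAAR1 | Technique: Kinetic Fluo-8 calcium fluorescence | Schedule: 17-24 h seeding, 75 min 37 °C dye, 30 min RT | Evaluation: % activation from peak over basal fluorescence ratio, DMSO-to-PEA scaled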
M4 ag: human M4 muscarinic receptor agonists, primary screen, CHO-K1 cells, Fluo-8 calcium fluorescence; AID 624127, 2012; activation, % at 3 µM; CHO-K1 hM4/Gqi5; vehicle 0%, full acetylcholine response 100%; actives 0.14% (n = 360,000);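 active = activation above the run mean over all test wells plus 3 SD, cut at about 32% in these data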;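 note: peak over basal fluorescence ratio per well then scaled between controls; 0% = DMSO wells and 100% = acetylcholine at EC100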
* = called active by the depositor; nt = not tested or not shown. The list is partial (hit frequency here may not be typical).

SMILES	M4 antag	M5 antag	CHRM1 antagonist	CHRM1 agonist	CHRM1 PAM	M5 ag	M5 PAM	TAAR1 agonist	M4 ag
CCOCC(=O)Nc1cccc(OC)c1	2	-3	-14	0	3	-2	1	13	0
CC(C(=O)NC(C)(C)C)N1C(=O)c2cccc3cccc(c23)C1=O (stereo unspecified)	-1	8	-3	-6	10	1	0	1	1
O=C(NCc1ccco1)c1cccc2c(-c3ccc(F)c(F)c3)coc12	-6	2	-8	-5	-3	-1	-4	4	2
O=S1(=O)N[C@H](Cc2ccccc2)COc2cc(N3CCC[C@H]3CO)ccc21	1	0	nt	nt	nt	4	4	0	1
O=C(NCCC1=CCCCC1)C1CCN(S(=O)(=O)c2ccccc2C(F)(F)F)CC1	-17	-1	-27	-1	9	2	0	10	2
O=C(CSc1ncnc2sc3c(c12)CCCC3)N1CCC(c2noc3ccc(F)cc23)CC1	7	-13	-11	-5	11	0	8	6	0
CC(=O)Nc1ccc(S(=O)(=O)NCCC(=O)NNC(=O)c2ccncc2)cc1	-9	4	-10	-1	8	1	1	0	1
CC(=O)NC1=C(C#N)C(c2ccccc2)c2c(ccc3ccccc23)O1 (stereo unspecified)	-9	-4	-38	-2	11	-2	2	0	1
CC(CNC(=O)c1cncc(O)c1)NC(=O)c1cncc(O)c1 (stereo unspecified)	-1	1	-7	0	4	2	-2	8	1
CCCSc1nc(C)cc(C)c1S(C)(=O)=O	2	-8	3	-10	-1	-6	1	-3	-1
COC(=O)c1sc(N)c(C(=O)OC)c1CSc1nc2sc3c(c2c(=O)n1C)CCC3	8	-7	-3	-4	0	-2	6	2	0
Cc1ccccc1CSCCNC(=S)Nc1ccccc1	-1	13	-3	-5	-3	-1	-12	7	4
COc1cc(-n2ccnc2SC)c(Cl)cc1Cl	4	-4	-19	3	2	0	4	18	2
CC(OCC(O)CN(C)CCOc1ccccc1)c1ccc(Cl)cc1 (stereo unspecified)	10	-3	4	-6	-9	-7	-4	20	5
COc1cc(OC)c(OC)cc1/C=N/NC(=O)c1cccc(S(=O)(=O)N2CCOCC2)c1	6	12	7	-5	-2	3	-3	2	1
Cc1ccc2c(CC(=O)NCC(=O)Nc3c(C)cccc3C)coc2c1	2	10	-3	-3	9	1	-2	-1	1
COc1cccc(NC(=O)CSc2nnc(C3CCCCC3)n2N)c1	10	5	-2	-6	3	2	0	-1	0
COc1ccc(C(C)(C)C)cc1NC(=O)c1[nH]c(C)c(C(C)=O)c1C	-7	3	-10	-3	8	-2	-3	3	6
CCOC(=O)N1CCN(C(=O)CN(c2ccccc2)S(C)(=O)=O)CC1	-13	-8	-8	12	11	2	14	1	1
O=C(CCl)NN1C(=O)NC2(CCCCC2)C1=O	-2	-1	-9	3	12	1	3	3	1
Cc1ccc(SCC(=O)N2CCOCC2)cc1	1	12	-14	-4	4	-5	-5	4	0
CCOc1ccccc1NC(=O)COn1nnc2ccccc21	-6	-1	-15	-4	6	-3	-2	4	8
COc1ccc(-c2oc(NC(=O)c3ccc(C)cc3)c(C#N)c2-c2ccc(OC)cc2)cc1	-1	3	-3	-5	0	-7	-8	4	-2
COc1cc2c(cc1OC)C(c1cc(OC)c(OC)c(OC)c1)NCC2 (stereo unspecified)	-1	-1	-11	-3	9	-4	13	17	1
O=C(O)CC(c1ccccc1)n1cccc1 (stereo unspecified)	-6	-14	2	-3	3	-9	5	3	1
SMILES	M4 antag	M5 antag	CHRM1 antagonist	CHRM1 agonist	CHRM1 PAM	M5 ag	M5 PAM	TAAR1 agonist	M4 ag
O=C(Cn1nnnc1CN1CCOCC1)N1CCC(c2cccc(Cl)c2)C1 (stereo unspecified)	8	7	-1	-1	4	-5	5	9	1
S=C(Nc1cccnc1)N1CCc2ccccc21	-16	-3	-12	-5	12	-2	6	3	1
O=C(Cc1ccccc1)N1CCCC1c1ccccc1 (stereo unspecified)	3	8	-3	-6	5	-2	-3	8	-2
Cn1ccnc1CC(O)(c1ccccc1)c1ccccc1	0	11	-2	-8	1	-16	1	0	0
O=C(C[C@H]1C[C@H](C(=O)N2CCOCC2)[C@@]2(CCC3CCCC3)c3[nH]c4cc(-c5ccco5)ccc4c3CCN2C1=O)NCc1ccco1	-16	-4	-5	-6	-1	-2	-5	0	-1
COc1ccc(/C=C2/C(=O)C(C)(C(C)C)CCC2C)cc1 (stereo unspecified)	-2	-3	-17	0	8	-2	7	0	0
O=C(NCc1ccccc1)c1ccccc1C(=O)c1ncc[nH]1	-2	-14	1	0	11	-3	3	10	1
COc1cc(OC)cc(C(=O)NCC(=O)NCCN2C(=O)S/C(=C\c3ccccc3Cl)C2=O)c1	-7	6	0	-3	-1	-3	-16	12	23
O=C(NCN1C(=O)C2C3C=CC(C3)C2C1=O)Nc1nncs1 (stereo unspecified)	-16	-4	-24	1	19	2	5	5	2
CC(=O)N1CCN=C1SCc1cccc(C)c1	2	19	-14	-3	11	-5	-5	0	1
CN(C)c1cc(=O)n2c(n1)SCCC2	-2	-6	-16	-5	-3	-2	-3	6	0
CC1C(=O)N2CCCc3cc(NC(=O)CC(C)(C)C)cc1c32 (stereo unspecified)	0	2	-5	-1	4	0	-2	3	1
N#Cc1ccsc1NC(=O)CSc1ncn[nH]1	-16	-7	-6	-2	-1	-3	-2	8	6
CCOc1ccc(NC(=O)COc2ccccc2)c([N+](=O)[O-])c1	6	-4	7	-4	3	4	8	0	2
Cc1ccc(Cc2c[nH]c(=S)s2)cc1	-5	6	-13	-3	7	-1	-1	-2	0
CCCCn1nnnc1C(c1ccccc1)N1CCN(C)CC1 (stereo unspecified)	-2	0	nt	nt	nt	-6	-7	3	2
COc1ccc(CC(=O)NCc2ccc(-n3cccc3)cc2)cc1OC	-4	1	-13	4	5	5	-7	2	9
CCC1Oc2ccccc2N(Cc2ccccc2C)C1=O (stereo unspecified)	3	-12	2	-5	1	-3	6	29	-2
CC(CCc1ccccc1)NC(=O)CN1C(=O)NC2(CCCCC2)C1=O (stereo unspecified)	-21	-9	-4	-9	8	-5	-4	6	1
CCC(C)NC(=O)C(Cc1ccccc1)n1cccc1 (stereo unspecified)	-9	-4	-8	-5	4	-1	-1	-1	-1
Cc1ccc(S(=O)(=O)N(C)C[C@H]2OCc3cnnn3CCCC(=O)N([C@H](C)CO)C[C@H]2C)cc1	-24	3	-13	-3	8	0	4	2	0
Cc1cccc(N2CCN(C(C(=O)NCc3ccccc3)c3ccc(F)cc3)CC2)c1C (stereo unspecified)	8	-2	nt	nt	nt	9	1	4	6
COc1ccc(CN2C[C@H](O)COC[C@@H]3O[C@H](CC(=O)NCc4ccncn4)CC[C@H]32)cc1	-8	-5	nt	nt	nt	-1	5	1	2
COc1ccc(OC)c(NC(=O)C2CCN(S(=O)(=O)c3c(C)noc3C)CC2)c1	-3	12	-9	-1	7	-3	-1	9	1
Fc1cccc(Cc2noc(CN3CCN(c4cnccn4)CC3)n2)c1	-6	3	-16	-2	8	2	2	0	1

Taken from the listing (five entries):
SMILES	M4 antag	M5 antag	CHRM1 antagonist	CHRM1 agonist	CHRM1 PAM	M5 ag	M5 PAM	TAAR1 agonist	M4 ag
CCOCC(=O)Nc1cccc(OC)c1	2	-3	-14	0	3	-2	1	13	0
CC(C(=O)NC(C)(C)C)N1C(=O)c2cccc3cccc(c23)C1=O (stereo unspecified)	-1	8	-3	-6	10	1	0	1	1
O=C(NCc1ccco1)c1cccc2c(-c3ccc(F)c(F)c3)coc12	-6	2	-8	-5	-3	-1	-4	4	2
O=S1(=O)N[C@H](Cc2ccccc2)COc2cc(N3CCC[C@H]3CO)ccc21	1	0	nt	nt	nt	4	4	0	1
O=C(NCCC1=CCCCC1)C1CCN(S(=O)(=O)c2ccccc2C(F)(F)F)CC1	-17	-1	-27	-1	9	2	0	10	2

(next part)
SMILES	M4 antag	M5 antag	CHRM1 antagonist	CHRM1 agonist	CHRM1 PAM	M5 ag	M5 PAM	TAAR1 agonist	M4 ag
CN1C(=O)NC(NC(=O)c2cccs2)(C(F)(F)F)C1=O (stereo unspecified)	12	-1	8	-3	-4	0	-2	0	0
Cc1ccc(C2=NNC(c3cccc(F)c3)S2)cc1 (stereo unspecified)	-1	5	-6	-4	5	-5	-6	-1	0
Cc1ccc(S(=O)(=O)N2CCN(C(C)C(=O)Nc3ccccc3-c3ccccc3)CC2)cc1 (stereo unspecified)	-1	2	10	-4	-4	0	2	0	1
C=CCOc1ccc(C2OC34CCCCC3C(C#N)(C#N)C2(C#N)C(=N)O4)cc1 (stereo unspecified)	11	0	-9	1	11	-2	8	nt	1
OC(CN1CCOCC1)(c1ccccc1)c1ccccn1 (stereo unspecified)	-10	7	-7	-11	1	-8	-1	2	-1
COc1cc(NC(=O)CSCc2ccccc2)c(C(=O)O)cc1OC	4	-10	-13	-3	5	6	11	3	0
c1ccc(Nc2cc(-c3ccccc3)nc3ncnn23)cc1	-24	-2	-10	-1	21	-1	-5	16	3
COc1ccc(NC(=S)Nn2cnnc2)c(OC)c1	-7	-10	-7	-2	9	-4	9	2	1
CC(C)(C)c1ccccc1NC(=O)c1cccnc1	-1	-5	0	-2	8	0	7	-1	1
N#Cc1ccccc1S(=O)(=O)N1CCN(C(=O)CN2C(=O)NC3(CCCC3)C2=O)CC1	-16	2	3	-1	5	4	3	0	1
CC(C)c1ccccc1NC(=O)c1ccco1	2	-1	-42	-5	8	-4	-4	1	0
CCCCCCNCc1ccc(Br)cc1	-3	6	-11	16*	-3	-4	-9	24	5
CCOC(=O)COc1cccc2c(=O)n(CC(=O)NCc3ccc4c(c3)OCO4)ccc12	-4	3	3	-1	-5	0	-8	1	1
CCN1CCN(c2cc(C)c3cc(NC(=O)c4cccc(OC)c4)ccc3n2)CC1	5	-7	3	-7	7	-10	-9	-3	1
CC(NC(=O)CN(C)S(=O)(=O)c1ccc(F)cc1)C1CC2CCC1C2 (stereo unspecified)	-14	2	-6	-4	9	3	-1	9	4
CCN(CC)CCCNC(=O)C(C)n1c2ccccc2c2nc(=O)cc(C)n21 (stereo unspecified)	-7	8	-14	-7	9	-16	3	1	0
CN(C(=O)c1cccc(NC(=O)Cc2ccc(NC(=O)C3CCN(C(=O)C4CCCCC4)CC3)cc2)c1)C1CCCCC1	-12	-10	-17	-7	8	-2	2	-1	1
C#CCn1ccc(O)c(Cc2ccccc2)c1=O	-2	4	-7	-4	4	-5	3	4	1
CN(/N=C\c1ccc(O)c(O)c1)c1nc(-c2ccccc2)cc(-c2ccccc2)n1	9	12	5	0	-2	-1	-5	3	7

Assay outcomes (PubChem)
